Screening data deposited in PubChem by several laboratories.
CHRM1 PAM – human CHRM1 positive allosteric modulation; CHO-K1 hM1, Fluo-8 calcium fluorescence, ACh EC20; 0% = ACh EC20, 100% = maximal ACh; actives 0.088% (n = 360,000); P11229; activation, % at 3 µM; in the data active = activation above about 19%, passing the limit was not always enough
CRFR2-BP ag – agonists of human CRF-binding protein/CRF-R2 receptor complex; HEK293 CRF-R2/CRF-BP, calcium dye fluorescence (FLIPR); percent of saturating CRF peptide response; activation, % at 13.2 µM; actives 0.46% (n = 350,000); AID 588473;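 active = activation of at least 50%, plus an integration ratio under a set limit after plate pattern correction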;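 also: plate controls were neutral control wells without compound for no effect and CRF at EC100 for full effect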
CRFBP-R2 block – blocks CRF-induced signaling of the CRF-BP/CRF-R2 complex | HEK293 CRF-R2/CRF-BP, CRF-induced calcium fluorescence | inhibition, % at 11.8 µM | actives 0.59% (n = 350,000) | AID 588475;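 active = inhibition of the ligand-induced calcium signal above about 50% at the single tested concentration, limit read from the data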
CHRM5 PAM – potentiates acetylcholine response at human M5 receptor. P08912. CHO-K1 hM5, Fluo-8 calcium, ACh EC20 PAM; 0% = ACh EC20, 100% = ACh EC100. activation, % at 3 µM. actives 0.3% (n = 360,000). AID 624038;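 active = activation above the run cutoff, the mean activation of all test compounds plus 3 SD, cut at about 18% in these data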
Target sequence (P08912 whole entry, looked up): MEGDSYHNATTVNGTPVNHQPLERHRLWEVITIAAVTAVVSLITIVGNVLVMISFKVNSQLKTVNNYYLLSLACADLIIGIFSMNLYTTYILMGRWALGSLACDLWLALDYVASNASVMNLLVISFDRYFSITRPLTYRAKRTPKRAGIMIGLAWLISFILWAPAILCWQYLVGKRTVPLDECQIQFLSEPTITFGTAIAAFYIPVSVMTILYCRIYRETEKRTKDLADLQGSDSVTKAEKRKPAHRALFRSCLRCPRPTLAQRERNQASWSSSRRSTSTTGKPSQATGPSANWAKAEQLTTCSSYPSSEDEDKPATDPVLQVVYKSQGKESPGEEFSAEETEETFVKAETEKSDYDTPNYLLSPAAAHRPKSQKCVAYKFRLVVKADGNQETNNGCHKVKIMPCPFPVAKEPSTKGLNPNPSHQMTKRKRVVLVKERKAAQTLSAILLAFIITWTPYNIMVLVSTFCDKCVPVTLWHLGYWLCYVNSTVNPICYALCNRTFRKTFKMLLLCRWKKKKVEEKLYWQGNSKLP
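system = human M5 receptor in CHO-K1 cells | compound = one concentration, 3 µM final (nominal) | schedule = Post-acetylcholine fluorescence recording 140 s | signal = Fluo-8 calcium dye fluorescence, kinetic read | benchmarks = low control EC20 acetylcholine (0%), high control EC100 acetylcholine (100%) | repeats = singlicate, one well per test compound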
CHRM4 agonist – CHRM4 agonism in calcium assay | CHO-K1 hM4/Gqi5, Fluo-8 calcium fluorescence; vehicle 0%, full acetylcholine response 100% | activation, % at 3 µM | actives 0.14% (n = 360,000) | AID 624127;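 active = activation above the run mean over all test wells plus 3 SD, cut at about 32% in these data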;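 also: peak over basal fluorescence ratio per well then scaled between controls; 0% = DMSO wells and 100% = acetylcholine at EC100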
Target sequence (P08173 whole entry, looked up): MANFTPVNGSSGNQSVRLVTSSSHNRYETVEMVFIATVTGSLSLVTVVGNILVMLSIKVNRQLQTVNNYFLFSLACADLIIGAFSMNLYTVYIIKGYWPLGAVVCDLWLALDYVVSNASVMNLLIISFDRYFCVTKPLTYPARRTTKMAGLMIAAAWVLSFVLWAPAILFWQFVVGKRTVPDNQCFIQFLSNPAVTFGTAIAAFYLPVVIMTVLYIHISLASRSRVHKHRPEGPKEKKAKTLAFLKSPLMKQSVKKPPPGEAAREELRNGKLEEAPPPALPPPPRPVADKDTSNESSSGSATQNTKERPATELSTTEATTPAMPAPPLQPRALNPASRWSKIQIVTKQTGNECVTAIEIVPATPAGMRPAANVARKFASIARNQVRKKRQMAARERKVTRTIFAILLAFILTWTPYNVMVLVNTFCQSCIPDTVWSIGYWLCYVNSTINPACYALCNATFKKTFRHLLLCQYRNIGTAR
CHRM4 antagonist – antagonists of human muscarinic M4 receptor (CHRM4); P08173; CHO-hM4 cells, ACh EC80, Fluo-8 calcium fluorescence; inhibition, % at 3 µM; actives 0.73% (n = 360,000);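 active = inhibition above its plate's cutoff, the mean inhibition of sample wells plus 3 SD, cut at about 27% in these data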;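 also: 0% = acetylcholine EC80 with DMSO and 100% = DMSO without agonist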
CHRM5 antagonist – CHRM5 antagonism in calcium assay; P08912; CHO-hM5 cells, Fluo-8 calcium fluorescence, ACh EC80; inhibition, % at 3 µM; actives 0.59% (n = 360,000); AID 624040;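 active = inhibition above a per-plate cutoff, the mean of that plate's test compounds plus 3 SD, cut at about 27% in these data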;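 also: 0% = acetylcholine EC80 with DMSO and 100% = DMSO without agonist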
M5 ag – CHRM5 agonism in calcium assay; activation, % at 3 µM; actives 0.19% (n = 360,000); P08912; AID 624037; CHO-K1 hM5 cells, Fluo-8 calcium fluorescence; 0% DMSO wells, 100% maximal acetylcholine response;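 active = activation above the run's mean over test compounds plus 3 SD, cut at about 23% in these data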;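 also: signal is peak over basal fluorescence ratio across the kinetic read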
M4 PAM – potentiates acetylcholine response at human M4 receptor | P08173 | CHO-K1 hM4/Gqi5, Fluo-8 calcium fluorescence, ACh EC20; 0% = ACh EC20, 100% = maximal ACh | activation, % at 3 µM | actives 0.4% (n = 360,000) | AID 624126;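 active = activation above its plate's cutoff, the mean activation of sample wells plus 3 SD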; also: some results filed as inactive read as strong as hits
* hit, by the source's call; x = not tested or not shown. Compounds as they come. Share with any hit: about 2.6%.

SMILES,CHRM1 PAM,CRFR2-BP ag,CRFBP-R2 block,CHRM5 PAM,CHRM4 agonist,CHRM4 antagonist,CHRM5 antagonist,M5 ag,M4 PAM
CCn1cc(-c2ccnc3cc(C(=O)O)nn23)c(C)n1,16,4.7,-23,6,0,-3,-2,1,5
CCOC(=O)C1CCCN(c2ncnc3c2cnn3-c2ccc(OC)cc2)C1 (stereo not given),2,-1.6,-18,-11,4,13,-1,5,-10
CCc1ccc2oc(-c3cc(N)ccc3Cl)nc2c1,4,1.7,-2,-5,-1,-12,1,-4,-3
COc1cc([N+](=O)[O-])ccc1NC(=O)c1cccc(NC(=O)C(C)C)c1,-8,-0.6,-28,-9,6,-5,9,-1,-5
O=C(NCCc1ccccc1F)/C(=C/c1cccnc1)NC(=O)c1ccccc1,9,-2.8,5,-6,1,-4,12,-4,-3
CC(C)OCCCNc1ncc2c(n1)CC(c1cccs1)CC2=O (stereo not given),4,3.0,-6,-9,1,-1,0,-2,-6
O=C(c1ccc(F)cc1)N1CCN(c2ccc([N+](=O)[O-])cc2-n2cccc2)CC1,2,0.1,-12,-11,2,-5,2,2,-2
O=C(COc1ccccc1Cl)Nc1ccc(NC(=O)c2ccco2)cc1,-10,0.3,1,-3,10,0,-12,1,0
CC1(C(=O)Nc2cnc3ccccc3c2)CCN1C(=O)CC(c1ccccc1)c1ccccc1 (stereo not given),-7,x,x,-5,2,-20,8,-3,-4
CC(=O)c1cc2c(cc1NS(=O)(=O)c1ccccc1F)OCO2,-2,-3.2,2,-6,0,-16,9,-16,6
Cc1cc(C)cc(N(CC(=O)NCc2ccco2)S(=O)(=O)c2c(C)noc2C)c1,8,1.0,8,-1,0,0,0,-3,7
C#CCn1cc(/C=C2\NC(=O)NC2=O)c2ccccc21,18,0.2,4,9,3,-1,5,1,3
CCOC(=O)c1[nH]cnc1C(=O)O,10,4.6,29,-1,0,1,-4,1,2
CC(Oc1ccc(C(C)(C)C)cc1)C(=O)NC1CC(C)(C)NC(C)(C)C1 (stereo not given),20,-0.4,-6,-1,1,0,10,-6,10
C#CCNC(=O)C[C@@H]1C[C@@]2(C(=O)OCC)CCCC=C2N(Cc2ccco2)C1=O,x,x,x,-11,1,-1,15,-1,6
Cc1cc(OCc2cc(C(=O)N3CCCCCC3)no2)cc(C)c1Cl,8,2.9,7,1,2,-12,4,-6,7
COc1ccc(OC)c(NC(=O)CSc2nnc(CNC(=O)c3ccccc3F)o2)c1,11,-1.4,5,-6,1,1,10,-4,0
COc1cc(NC(=O)C2CC(c3ccccc3O)=NO2)cc(OC)c1OC (stereo not given),-4,-1.4,-5,-2,4,4,6,3,-4
COc1ccc(NC(=O)CSc2nnc(Cc3ccccc3)o2)c(OC)c1,5,0.0,7,3,1,-3,-8,2,6
CC(C)c1ccc(NC(=O)CCNC(=O)Cn2cnc3ccccc3c2=O)cc1,13,0.2,-4,-5,1,-1,5,-3,2
N#Cc1ccccc1OCCCNC1CCCC1,8,-1.2,18,-3,1,-7,-4,-7,3
CC(C)(C)NC(=O)COC(=O)c1ccccc1OCC(=O)Nc1ccc(Br)cc1,1,-0.8,-38,-8,8,-8,-7,-1,-5
CCCCc1nc2ccccc2c(N)c1CCC (tested in a mixture with another compound),5,-0.7,2,-1,7,-3,-2,-4,-6
COc1ccccc1-n1c(SCC(=O)Nc2ccc(NC(C)=O)cc2)nc2c([nH]c3ccccc32)c1=O,6,1.3,-12,5,1,-7,-3,-2,5
COc1cc(C(C)=O)ccc1OCc1cc(C(=O)N2CCSCC2)no1,2,-0.6,0,1,2,-2,3,-3,-2
CC(C)CCN1C(N(C)C)=NC[C@@H]1C,3,0.3,-6,11,2,5,-4,-1,-1
CCOC(=O)N1CCN(C(=S)Nc2ccc(C)cc2C)CC1,-4,0.6,0,-7,0,7,12,3,-2
CC(=O)C1=C(O)C(=O)N(c2ccc(Br)cc2)C1c1ccc(Br)cc1 (stereo not given),11,0.2,-16,15,0,-17,10,7,4
Cc1cc(-n2c(C)cc(C(=O)COc3ccccc3[N+](=O)[O-])c2C)no1,10,-0.1,3,1,2,-6,-8,-6,3
COc1ccc(-n2nnc3c(SCC(=O)NCc4ccco4)ncnc32)cc1,-1,-1.7,-6,-1,11,-17,-7,2,12

Shown with the structure last: entries from further up.
CHRM1 PAM,CRFR2-BP ag,CRFBP-R2 block,CHRM5 PAM,CHRM4 agonist,CHRM4 antagonist,CHRM5 antagonist,M5 ag,M4 PAM,Molecule
-4,-1.4,-5,-2,4,4,6,3,-4,COc1cc(NC(=O)C2CC(c3ccccc3O)=NO2)cc(OC)c1OC (stereo not given)
5,0.0,7,3,1,-3,-8,2,6,COc1ccc(NC(=O)CSc2nnc(Cc3ccccc3)o2)c(OC)c1
13,0.2,-4,-5,1,-1,5,-3,2,CC(C)c1ccc(NC(=O)CCNC(=O)Cn2cnc3ccccc3c2=O)cc1

Next part:
SMILES,CHRM1 PAM,CRFR2-BP ag,CRFBP-R2 block,CHRM5 PAM,CHRM4 agonist,CHRM4 antagonist,CHRM5 antagonist,M5 ag,M4 PAM
CC(Sc1nnc(-c2ccc(OC(F)F)cc2)o1)C(=O)NCC1CCCO1 (stereo not given),9,0.3,-2,-3,1,-5,-2,-3,0
CN(CCO)C(=O)c1cccc2c1-c1ccccc1C2=O,-5,-0.2,2,0,1,2,0,1,-1
c1ccc2c(N3CCCCC3)nc(N3CCOCC3)nc2c1,-4,1.5,-5,-2,-1,4,12,-6,-9
O=C(NC(=S)NC1CCS(=O)(=O)C1)c1ccccc1 (stereo not given),2,0.3,-5,3,1,-5,-10,0,6
O=C(O)c1ccccc1-c1ccc(/C=C/c2cc(C(F)(F)F)[nH]c(=O)n2)o1,-15,170*,-79,-7,10,1,9,44*,-7
CC1Cc2nc(SCC(N)=O)n(Cc3ccccc3)c(=O)c2S1 (stereo not given),-1,0.4,7,-2,1,-13,-5,-4,4
O=C1[C@@H]2[C@H](C(=O)N1Cc1ccco1)[C@H]1C=C[C@@H]2C1,5,1.1,-10,8,0,9,-8,-1,2
CN1CCN(C(=O)C2Cc3c(-c4ccc5c(c4)OCO5)ccnc3O2)CC1 (stereo not given),-4,x,x,-3,1,-1,5,0,-6
CSc1ccc(/C=C(\NC(=O)c2ccccc2)C(=O)NCCN2CCOCC2)cc1,-1,0.9,-21,0,2,-3,3,-2,-4
c1ccc(-c2csc(-n3cccn3)n2)cc1,8,0.9,12,2,2,-7,-7,1,-2
O=S1(=O)CC(N2CCN(c3ccccn3)CC2)CN1Cc1ccccc1 (stereo not given),14,x,x,0,2,-3,1,2,-3
CC(C)C[C@H]1CN(CCCC[C@H]2CNC(=O)C(=O)N2CCC2CCCCC2)C(=O)C(=O)N1CCc1ccccc1,x,x,x,-7,0,8,4,-3,-1
CCO[C@H]1OC(C(=O)N2CCN(Cc3ccccc3)CC2)=C[C@@H](c2ccc(C(F)(F)F)cc2)[C@@H]1CCCO,5,3.1,-5,2,1,-7,13,1,17
O=C(CCl)N(c1ccc(Cl)cc1)c1c[nH]c2ccccc12,16,7.9,-72,5,8,35*,6,8,5
O=C(Nc1ccc(Oc2ccc(NC(=O)c3ccco3)c(NC(=O)c3ccco3)c2)cc1)c1ccco1,-14,0.1,3,-22,13,16,4,0,-10
CCOC(=O)c1c(N)sc2c(O)c(Br)ccc12,3,0.6,-15,2,2,-4,-3,-1,9
Cc1cccc(N=Nc2c(N)n[nH]c2-c2ccc(Cl)cc2)c1,14,6.2,-34,7,1,-8,-11,6,12
CCCn1nnc(NC(=S)NC(=O)Cc2ccccc2)n1,3,-1.7,1,-2,4,-3,9,2,-6
CCN(C(=O)COC(=O)CNC(=O)C12CC3CC(CC(C3)C1)C2)C1CCS(=O)(=O)C1 (stereo not given),5,-0.7,4,-3,1,5,3,-3,1
COc1ccc(CCNC(=O)COC(=O)CCC(=O)c2cccs2)cc1OC,6,0.5,-1,0,4,-2,-3,3,7
CC(NC(=O)c1ccc(-c2cc(C(F)(F)F)ccc2Cl)o1)c1ccccc1 (stereo not given),1,-1.3,6,13,-1,-14,-7,2,8
COc1ccc2oc(=O)c(C(=O)N3CCN(C(=O)c4ccccc4)CC3)cc2c1,7,-2.1,13,1,1,-5,10,-6,3
COc1ccccc1C(=O)NC(CCSC)C(=O)NNC(=O)c1ccccc1O (stereo not given),14,-1.4,5,0,1,0,1,2,6
C[C@@H]1CN([C@H](C)CO)C(=O)c2c(c3ccccc3n2C)-c2ccccc2CO[C@H]1CN(C)Cc1ccc(-c2ccccc2)cc1,5,3.5,-23,8,0,-16,-9,0,-4
CCNC(=O)COC(=O)CNC(=O)c1cc(Cl)cc([N+](=O)[O-])c1,8,0.3,8,0,0,6,-1,-1,-2
O=C(Nc1ccccc1Cc1ccccc1)c1ccccc1F,6,-0.3,0,9,0,-24,-2,-5,3
O=C(NC1CCCCC1)c1noc2c1CCCCC2,-8,0.5,-18,-1,1,-2,5,-5,-1
CC12CC3(C)CC(C)(C1)CC(NC(=O)N1CCCC1)(C2)C3,9,2.9,-23,1,-2,-14,-16,-6,3
O=C(/C=C/c1ccccc1)NCc1ccc2c(c1)OCO2,-3,-2.7,25,-2,1,4,14,-3,2
Cc1cccc(NC(=O)c2cc(-c3cc(C)cc(C)c3O)n[nH]2)c1,-8,1.1,0,-14,10,10,8,-3,-10
CC1(C)CC(=O)C(=Cc2cn(-c3ccccc3)nc2-c2ccccc2)C(=O)C1,7,3.0,-4,4,1,5,1,1,-2
COc1ccccc1CNC(=O)CCC(=O)Nc1nnc(C(C)C)s1,10,0.5,-5,2,0,5,1,0,5
COc1c(C)cc(Br)cc1C(=O)Nc1ccccc1N1CCN(C(=O)c2ccccc2)CC1,1,2.8,-23,1,1,5,11,1,-4
COc1ccc(CCn2c(C)cc(C(=O)CN3C(=O)C(=O)N(Cc4ccco4)C3=O)c2C)cc1,5,0.2,11,-8,5,0,7,-4,3
Cc1ccc(S(=O)(=O)NNC(=O)c2sc(NS(=O)(=O)c3ccccc3)nc2C)cc1,8,0.6,10,2,0,-11,1,-1,3
CC1CC(=O)Nc2ccccc2N1S(=O)(=O)c1cccc(F)c1 (stereo not given),5,4.9,4,13,1,1,-1,5,-4
Cc1ccc(S(=O)(=O)NCCC(=O)N2CCN(c3ccccc3)CC2)cc1C,2,-0.4,-1,-5,6,-9,9,1,11
Cc1ccn(CC(C)C(=O)O)n1 (stereo not given),13,-0.1,7,-1,1,-2,5,-3,3
O=C(/C(C=Nc1ccc(F)cc1)=C(/O)c1ccco1)C(F)(F)F,5,1.3,2,-9,0,5,-2,-1,-6
CCN1CCN(c2nc3ccccc3nc2C(C#N)S(=O)(=O)c2ccc(C)cc2)CC1 (stereo not given),8,2.0,12,0,1,6,0,-3,2
Cc1[nH]c(C(=O)N/N=C/c2ccc(N(C)C)cc2)c(C)c1C(=O)N/N=C/c1ccc(N(C)C)cc1,4,3.7,-34,5,1,1,2,-1,11
